# Screening results (PubChem)
# BoNT-F LC inh: BoNT F light chain protease inhibition. Multiplex microsphere protease cleavage assay, flow cytometry. inhibition, % at 10 µM. 360,000 tested, 0.22% active; in the data active = inhibition above about 35%, passing the limit was not always enough; inconclusive = no clear call, values can overlap the other calls; note: plate controls were buffer without enzyme for full effect and enzyme alone for no effect
# BoNT A protease: blocks Botulinum neurotoxin A light chain protease; 360,000 tested, 0.17% active; AID 588499; inhibition, % at 10 µM; multiplex microsphere protease substrate cleavage, flow cytometry; note: plate controls were buffer without enzyme for full effect and enzyme alone for no effect
# SSB-PriA inh: inhibitors of Klebsiella pneumoniae PriA binding to SSB C-terminal tail | inhibition, % at 33 µM | 430,000 tested, 0.6% active | AlphaScreen SSBct-PriA binding, biotinylated peptide; in the data active = inhibition mostly above about 37%, no sharp cut-off; inactive = mostly below about 20%;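 note: plate controls were negative control peptide for no effect and reference peptide for full effect; strong numbers were not always called active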
# Anthrax LF inh2: anthrax lethal factor protease inhibition. P15917. AID 588501. inhibition, % at 10 µM. multiplex microsphere protease cleavage assay, LF. 360,000 tested, 0.12% active; note: plate controls were buffer without enzyme for full effect and enzyme alone for no effect
# Target sequence (P15917 whole entry, looked up): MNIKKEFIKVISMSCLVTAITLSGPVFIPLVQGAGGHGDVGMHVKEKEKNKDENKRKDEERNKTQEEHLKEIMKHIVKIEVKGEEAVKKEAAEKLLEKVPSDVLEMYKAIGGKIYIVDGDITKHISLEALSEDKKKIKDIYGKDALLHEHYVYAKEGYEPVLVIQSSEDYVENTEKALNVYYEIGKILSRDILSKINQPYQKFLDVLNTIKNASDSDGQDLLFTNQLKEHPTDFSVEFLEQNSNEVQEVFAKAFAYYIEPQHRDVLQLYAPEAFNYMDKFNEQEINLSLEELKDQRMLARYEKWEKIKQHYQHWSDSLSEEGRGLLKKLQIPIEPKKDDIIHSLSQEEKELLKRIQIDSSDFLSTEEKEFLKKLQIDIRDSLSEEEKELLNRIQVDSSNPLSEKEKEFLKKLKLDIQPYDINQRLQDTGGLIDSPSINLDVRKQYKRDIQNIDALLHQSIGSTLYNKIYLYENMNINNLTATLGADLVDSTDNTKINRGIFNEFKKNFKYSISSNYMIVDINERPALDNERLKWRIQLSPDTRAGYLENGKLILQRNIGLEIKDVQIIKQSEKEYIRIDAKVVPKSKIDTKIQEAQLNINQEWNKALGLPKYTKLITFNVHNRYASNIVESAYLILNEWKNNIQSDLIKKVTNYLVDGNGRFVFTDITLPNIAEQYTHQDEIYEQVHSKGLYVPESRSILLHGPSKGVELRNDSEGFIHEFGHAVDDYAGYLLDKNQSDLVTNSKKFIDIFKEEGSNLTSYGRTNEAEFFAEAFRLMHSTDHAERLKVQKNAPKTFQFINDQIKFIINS
# PrPC TRFRET: cell surface PrPC inhibition, primary TR-FRET screen | P04156 | TR-FRET read-out | inhibition, % at 13.8 µM | 370,000 tested, 0.43% active | AID 720596; in the data active = inhibition above about 24%; note: 0% = median of the test wells and 100% = reference compound wells
# CCHF vOTU inh: blocks the CCHF virus ovarian tumor domain protease | CCHFV vOTU protease, Pep-AMC fluorescence | inhibition, % at 11.5 µM | 370,000 tested, 0.55% active | AID 651958; in the data active = inhibition above about 30%; note: 0% = vehicle wells with enzyme and 100% = no enzyme wells
# Rv3671c protease: inhibits the M. tuberculosis serine protease Rv3671c | P9WHR9 | 320,000 tested, 0.048% active | AID 2606 | inhibition, % at 5.96 µM; in the data active = inhibition above about 38%;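 note: extracellular domain of Rv3671c used as enzyme; 0% = enzyme with DMSO and 100% = no enzyme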
# 3CLpro inhibitor: SARS-CoV 3CLpro protease inhibition; recombinant SARS-CoV 3CLpro, quenched FRET peptide cleavage; inhibition, % at 6 µM; 290,000 tested, 0.14% active; in the data active = inhibition above about 12%
# DUSP3 inh: blocks human VHR1 dual specificity phosphatase; P51452; recombinant VHR phosphatase, pNPP absorbance; inhibition, % at 13.3 µM; 290,000 tested, 0.52% active; in the data active = inhibition above about 50%; note: some compounds called inactive have numbers as strong as hits
# MazEF act: activators of E. coli MazEF toxin-antitoxin RNase; activation, % at 20 µM; 350,000 tested, 0.32% active; FAM/BHQ RNA-DNA oligo cleavage fluorescence, 5 h; in the data active = activation above about 50%
# Target sequence (P0AE70 whole entry, looked up): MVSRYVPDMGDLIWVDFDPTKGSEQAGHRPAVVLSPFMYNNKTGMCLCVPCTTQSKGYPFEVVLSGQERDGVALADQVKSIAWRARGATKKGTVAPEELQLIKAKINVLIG
# * hit, by the source's call; i = inactive; u = inconclusive; x = no result given; & = joins results of further samples. Cut-off read from the data, not from the text of the source, unless noted: active = inhibition above about 30%; inconclusive = no clear call, values can overlap the other calls; inactive = below that. These rows are one share of the data, so the mix of outcomes need not match the whole.
SMILES,BoNT-F LC inh,BoNT A protease,SSB-PriA inh,Anthrax LF inh2,PrPC TRFRET,CCHF vOTU inh,Rv3671c protease,3CLpro inhibitor,DUSP3 inh,MazEF act
CC[C@]12c3[nH]c4cc(-c5ccco5)ccc4c3CCN1C(=O)[C@@H](CC(=O)NCc1ccc(OC)c(OC)c1)C[C@@H]2C(=O)N1CCN(C(=O)c2ccco2)CC1,1,-0.3,-11,-8,-5,-25,x,x,x,-3
Cc1cc(C(=O)NCc2ccccc2)no1,17,13,-12,-16,-4,-8,-3,-1,-5,1
O=C(O)c1cc(-c2ccccc2)nc2nc(N3CCCCC3)sc12,x,x,x,x,3,-273,-2,6,34,x
O=C(O)c1cc([N+](=O)[O-])cc2c1C=Cc1ccccc1O2,-34,1.2,-17,-9,-10,3,0,2,13,-3
O=C1CCC(CCC(=O)N2CCCC(C(=O)c3cccc(C(F)(F)F)c3)C2)=NN1 (centres undefined),-11,-1.1,-1,0,0,-3,-11,4,17,3
O=C(C[n+]1ccc(-c2nnc3n2CCC3)cc1)c1ccc(Cl)cc1,-19,3.5,4,-2,-16,6,2,-5,13,9
COC(=O)c1cc(OC)nc(OC)c1,5,-0.9,0,-9,-2,1,-4,-1,4,0
c1ccc(-c2ccc3nncn3c2)cc1,-6,-0.2,x,-8,-7,0,x,x,x,x
Cc1nc2cc(NS(=O)(=O)c3c(C)c(C)cc(C)c3C)ccc2s1,-2,0.0,-9&-2,1,11,10,-24,5,-5,1
CCN1C(=O)/C(=C/N(C)c2ccccc2)OC1=S,-21,-2.7,-30,-4,-26,8,0,2,20,4
CCOC(=O)N/C(N)=N/c1nc2ccccc2s1,-9,0.3,x,-15,10,-9,-6,5,-20,-4
O=C(CSC1c2ccccc2-c2ccccc21)N/N=C/c1ccc(C(=O)O)cc1,1,-0.3,x,-2,3,-1,-5,8,18,-6
CC(NC(=O)Nc1ccc(Cl)c(Cl)c1)C(c1ccccc1)N1CCOCC1 (centres undefined),-5,0.3,-4,0,4,8,-35,0,0,-2
O=C(Nc1ccccc1C(=O)N1CCCCC1)c1cccc(S(=O)(=O)N2CCOCC2)c1,-1,0.5,-19,-3,-4,0,0,-3,2,-4
CN(CCOc1ccc(Cl)cc1)CC(=O)Nc1ccc(OC(F)F)cc1,-13,1.6,-10,0,-7,18,-14,2,x,-8
COn1c(=S)[nH]c2ccccc2c1=O,1,u,-3,-2,1,-8,-2,2,-7,1
CC(=O)c1cc(C(C)=O)c(C)[n+](C)c1C,2,0.8,-12,-6,-4,-4,-5,3,-1,-9
Cc1cc(C(=O)N(NC(=O)C(C)C)c2ccccc2)cs1,2,-0.1,4,1,1,7,0,-4,12,-2
COc1ccc(-n2ccnc2SCC(=O)NCc2ccc3c(c2)OCO3)cc1,0,-0.5,19&13,-1,2,13,1,1,7,0
Cc1nc2scc(-c3cccs3)c2c(=O)[nH]1,-7,-4.2,4,-1,-10,-1,-3,3,55*,1

# Whole records as entered above. Order of values: BoNT-F LC inh | BoNT A protease | SSB-PriA inh | Anthrax LF inh2 | PrPC TRFRET | CCHF vOTU inh | Rv3671c protease | 3CLpro inhibitor | DUSP3 inh | MazEF act
# O=C(O)c1cc(-c2ccccc2)nc2nc(N3CCCCC3)sc12 is entered as x | x | x | x | 3 | -273 | -2 | 6 | 34 | x
# CCOC(=O)N/C(N)=N/c1nc2ccccc2s1 is entered as -9 | 0.3 | x | -15 | 10 | -9 | -6 | 5 | -20 | -4
# Cc1cc(C(=O)N(NC(=O)C(C)C)c2ccccc2)cs1 is entered as 2 | -0.1 | 4 | 1 | 1 | 7 | 0 | -4 | 12 | -2
# CC(=O)c1cc(C(C)=O)c(C)[n+](C)c1C is entered as 2 | 0.8 | -12 | -6 | -4 | -4 | -5 | 3 | -1 | -9

# (next part)
SMILES,BoNT-F LC inh,BoNT A protease,SSB-PriA inh,Anthrax LF inh2,PrPC TRFRET,CCHF vOTU inh,Rv3671c protease,3CLpro inhibitor,DUSP3 inh,MazEF act
O=C(Nc1nnc(-c2ccc3c(c2)CCCC3)o1)c1c(F)cccc1F,-4,0.6,3,-2,-3,-2,-1,0,9,-10
O=c1[nH]c(SCc2ccccc2)nc2[nH]ncc12,0,-0.6,-5,1,0,8,-1,4,33,-1
Cc1cc(C)cc(NC(=O)N2CCCN(c3c(Cl)cncc3Cl)CC2)c1,u,u,-11,-1,-1,5,-12,-1,19,0
COc1cc(OC)cc(-c2nc(-c3ccccc3OC)no2)c1,-5,-0.4,-18,-8,-1,-1,-4,3,9,-14
O=C1NC[C@@H](CCCCN2CCN(Cc3ccccc3)C(=O)C2=O)N(CC2CCCCC2)C1=O,0,0.3,x,1,-5,3,x,x,x,x
C/C(=N\NC(=O)c1ccc(Cn2cc(Br)cn2)o1)c1cccc(NC(=O)C(C)C)c1,1,0.2,x,1,3,3,-11,2,-1,5
COc1ccc(S(=O)(=O)N2CCCC2)cc1OC,-1,0.1,-5,9,2,0,2,-1,8,-18
Cc1cccc(NC(=O)CCNS(=O)(=O)c2cc(Br)cnc2N)c1C,-7,-3.9,6,0,5,6,4,0,8,-3
CCN(CC(=O)NCc1cccs1)C(=O)c1ccc(NS(=O)(=O)c2ccc(F)cc2)cc1,-5,0.7,-11,-1,5,-2,-10,x,x,2
Cc1cc(NC(=O)c2ccc(S(=O)(=O)N(C)C)cc2)n(-c2ccccn2)n1,-1,0.0,4,-9,-6,2,-8,1,23,5
O=C(Nc1ccccc1F)c1cc(Cl)sc1Cl,-4,-0.5,-15,8,-4,-3,-7,0,6,0
CNC(=S)N(C1=NCC(c2ccc([N+](=O)[O-])cc2)S1)c1ccccc1 (centres undefined),11,1.7,23,-4,0,15,-13,-3,-12,7
CC(NC(=O)OC(C)(C)C)C(=O)N1CCCC1C(=O)NC(Cc1ccccc1)C(N)=O (centres undefined),-1,1.0,4,0,-3,0,-3,1,24,5
CCN(c1ccc(OC)cc1)S(=O)(=O)c1ccc(-c2ccc(=O)[nH]n2)o1,4,1.7,5,-1,0,11,-4,-3,12,-16
COc1ccc(S(=O)(=O)NCC2CCCN(CC(C)(C)C)C2)cc1 (centres undefined),1,-0.9,8,-1,1,-1,5,3,30,11
O=C(O)CN1C(=O)c2cccc3c(Br)ccc1c23,-15,-1.1,1,-5,2,-9,-5,1,-4,3
CC1CCCC(C)N1C(=O)COC(=O)Cc1ccc(F)cc1 (centres undefined),22,-1.2,-6,-15,1,-13,-3,-1,-1,5
COc1ccc(Cc2nnc(N/N=C/c3ccccc3O)[nH]c2=O)cc1OC,-12,-2.1,x,-3,5,9,5,-2,1,0
CN(c1ccc(C(=O)N2CCCCCC2)cc1)S(=O)(=O)c1ccc(Cl)cc1,1,0.5,-4,0,4,22,3,3,24,-3
O=C(Nc1ccc(Cl)cc1Cl)C1=Cc2ccccc2OC1,3,-1.0,-11,-5,-1,6,3,1,19,-1
C/C(=N\NC=O)c1ccncc1,2,-0.4,x,-6,6,-6,4,1,12,-12
Cc1ccc(Cn2c(C)c3cnn(CC(=O)N4CCC5(CC4)OCCO5)c(=O)c3c2C)cc1,-5,-0.3,-2,-3,9,1,2,0,27,-1
C=CCOc1ccc(/C=C/C(=O)OCC(=O)N2CCN(S(=O)(=O)c3ccc(C)cc3C)CC2)cc1,-1,-0.3,2,-5,-2,-10,x,x,x,-2
CCOc1cc(NC(=O)c2ccco2)c(OCC)cc1NC(=O)CCC(=O)NCc1cccnc1,0,1.5,0,-3,x,x,-12,2,2,4
Cn1nc(-c2ccc(Cl)cc2)c2cc(C(=O)N3CCN(C(=O)c4ccco4)CC3)sc21,-2,-0.3,-8,-8,-3,-4,-6,2,8,11
O=C(c1ccc(N2CCCCCC2)c([N+](=O)[O-])c1)N1CCC2(CC1)OCCO2,-4,-0.8,10,-12,-11,-9,3,0,-20,-6
CCOC(=O)C(C(=O)OCC)C(CC(=O)C1CC1)c1ccccc1 (centres undefined),-2,0.0,-10,0,8,4,-9,0,-4,2
Cc1cccc(OCCNC(=O)c2ccc(Oc3ccc(C(F)(F)F)cc3[N+](=O)[O-])cc2)c1,4,0.4,1,-6,4,3,-22,0,10,4
Cc1cccc(NC(=O)CSc2nnc(CCC(=O)Nc3ccc(C)c(Cl)c3)n2C)c1,9,1.1,-4,0,-2,-5,-4,-6,-4,-18
CCN(c1ccccc1)S(=O)(=O)c1ccc(N2CCN(c3ccccc3O)CC2)nc1,-8,0.2,1,-5,-3,14,2,x,x,1
O=C(CSCC(=O)OCC(=O)N1CCN(C(=O)c2ccco2)CC1)Nc1ccc(Cl)cc1,0,-0.3,x,-4,9,7,x,x,x,-9
COC(=O)Nc1ccc2c(c1)ncn2C1CCCCC1,u,u,-6,u,-6,-4,-1,-5,25,2
O=C(Nc1ccc2[nH]c(=O)[nH]c2c1)C(F)(F)F,-3,0.0,8,-3,1,2,7,-1,-6,7
O=C(CCCC(=O)N(CC(=O)NC1CCCC1)Cc1ccc(F)cc1)Nc1ccccn1,-1,0.0,17,7,0,4,-2,3,18,-1
O=C(C(=O)c1cc(Br)ccc1O)c1cc(Br)ccc1O,8,0.2,1,0,6,25,x,x,x,-11
CC(C)(C)C1CCC2(CC1)NC(=S)N(c1ccccc1)N2 (centres undefined),18,0.7,-6,-6,2,6,1,1,18,0
COc1ccc(C2=Nc3ccccc3NC(=O)C2N(CCc2ccccc2)C(=O)c2cccs2)cc1 (centres undefined),-13,-1.3,x,-9,2,1,x,x,x,x
CC(=O)OCC1=C(C(=O)O)N2C(=O)[C@@H](NC(=O)Cc3ccccc3)[C@H]2SC1,8,0.6,-2,-1,1,0,x,x,x,2
O=[N+]([O-])c1ccc(-c2nn(-c3ccccc3)cc2/C=N/n2c(-c3cccs3)n[nH]c2=S)cc1,4,-1.7,i,-8,-5,0,-5,3,-1,10
C=CCSc1cc(C)nc2c(-c3ccccc3)c(C)nn12,u,-5.2,-19,-4,-1,-5,6,2,4,-8
CCN1C=C(C(C)=O)C(=O)CC1,-7,-0.8,-15,-3,3,-6,x,x,x,-8
C/C(=N\NC(=O)c1cccc(S(=O)(=O)Nc2cccc(Cl)c2)c1)c1cccs1,-14,-1.3,x,-2,-2,5,-20,0,0,2
COc1ccc(-c2cc(C(=O)NNC(=O)c3csc(N4CCOCC4)n3)c3ccccc3n2)cc1OC,-6,2.5,-2,-2,-15,-2,-6,x,x,6
CSc1nc(=O)n2cc(C)ccc2n1,-4,0.2,-23,1,-4,-3,-1,1,24,-15
COC(=O)C1=C(C)N(c2cccc(C(C)=O)c2)C(=O)C1,-13,-0.7,-13,-10,-5,27,-3,1,5,9
COc1ccc(N2CCN(Cc3nc(N)nc(Nc4ccccc4OC)n3)CC2)cc1,18,2.4,12,5,-6,-4,1,-6,14,4
CCOc1ccc(NC(=S)NCc2cccnc2)cc1,x,x,-7,x,-9,-11,4,2,-3,5
COc1ccccc1NC(=O)N1CCN(Cc2ccc3c(c2)OCO3)CC1,0,-0.7,6,-3,x,x,1,3,-3,0
CC(=O)c1c(N2CCN(c3ccccc3)CC2)nc(=S)n(-c2ccccc2)c1C,-50,8.0,9,-11,-14,-5,-10,-3,3,17
Cc1cc2ncn(CC3CC3(Cl)Cl)c2cc1C (centres undefined),-5,-0.7,-14,-8,3,4,-3,3,-10,8
CC(=O)Nc1ccc(NC(=O)CCCN2C(=O)C(c3ccccc3)Oc3cccnc32)cc1 (centres undefined),2,0.1,x,-2,-4,-10,x,x,x,9
CC(C)N(Cc1ccccc1)S(=O)(=O)c1ccc(F)cc1,8,1.7,-44,4,10,10,-2,-2,-20,-3
N#C/C(=C/c1ccc(N2CCOCC2)c([N+](=O)[O-])c1)C(N)=O,-30,u,-1,-4,-6,-6,0,3,7,0
Cc1cc(C)cc(OCC(=O)OC/C(O)=C(\C#N)c2nc3ccccc3[nH]2)c1,-4,2.6,1,-1,19,-5,-16,1,-43,7
CC1(C(=O)Nc2ccc3c(c2)OCCO3)CCC(=O)N1CCc1c[nH]c2ccccc12 (centres undefined),-8,-0.7,x,-10,-5,-2,x,x,x,x
